Compound activity from PubChem BioAssay.
SKN-1 inh = suppressors of acrylamide-induced Pgst-4::GFP reporter in worms, primary screen, SKN-1 inhibitor project, whole organism, uHTS, GFP/RFP fluorescence ratio, strain VP596. C. elegans VP596 Pgst-4::GFP/RFP ratio, 24 h. inhibition, % at 21.8 µM. hit rate 0.49% among 360,000. AID 624304, 2012;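 active = interference check ratio from 0.5 to 1.5 plus GFP to RFP signal ratio inhibition reaching or exceeding a fixed threshold, cut at about 30% in these data, passing the limit was not always enough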; note: some compounds called inactive have numbers as strong as hits
PABP1 MLLE inh = inhibitors of PABP1 MLLE–PAM2 peptide binding, primary screen, biochemical, fluorescence polarization, FITC-PAM2, GST-MLLE; AID 588489, 2011; inhibition, % at 20 µM; hit rate 0.36% among 360,000; in the data active = inhibition above about 35%, passing the limit was not always enough;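 note: plate controls were DMSO wells with GST-MLLE for no effect and wells lacking GST-MLLE protein for full effect; some results filed as inactive read as strong as hits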
MT1-MMP act inh = blockers of MT1-MMP proenzyme processing, primary screen, HT1080 RFP-PRO-GFP cells, GFP/RFP fluorescence | Matrix metalloproteinase-14 (Homo sapiens), P50281 | GFP/RFP ratio fluorescence, overnight; percent of plate control window, DMSO zero | AID 651647, 2012 | GFP/RFP ratio change, % at 20 µM | hit rate 0.061% among 360,000;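 active = GFP/RFP ratio change of at least 30% with cell ATP level not reduced by more than half and red fluorescence within 50% of control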; note: strong numbers were not always called active
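Material: RFP-PRO-GFP reporter HT1080 cells. Dosing: single-point 20 µM compound, 1% DMSO. Controls: DMSO and RFP-L50D-GFP cell wells. Timing: cells overnight before dosing, compound overnight, 37 °C, 5% CO2. Measure: GFP/RFP fluorescence ratio.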
eLon inh = inhibitors of E. coli Lon protease, primary screen, biochemical, fluorescence polarization | purified E. coli Lon protease | AID 602123, 2011 | hit rate 0.42% among 360,000 | P0A9M0 | inhibition, % at 7.94 µM; in the data active = inhibition above about 13%, passing the limit was not always enough;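 note: 0% = enzyme with probe and DMSO and 100% = no enzyme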
Target sequence (P0A9M0 whole entry, looked up): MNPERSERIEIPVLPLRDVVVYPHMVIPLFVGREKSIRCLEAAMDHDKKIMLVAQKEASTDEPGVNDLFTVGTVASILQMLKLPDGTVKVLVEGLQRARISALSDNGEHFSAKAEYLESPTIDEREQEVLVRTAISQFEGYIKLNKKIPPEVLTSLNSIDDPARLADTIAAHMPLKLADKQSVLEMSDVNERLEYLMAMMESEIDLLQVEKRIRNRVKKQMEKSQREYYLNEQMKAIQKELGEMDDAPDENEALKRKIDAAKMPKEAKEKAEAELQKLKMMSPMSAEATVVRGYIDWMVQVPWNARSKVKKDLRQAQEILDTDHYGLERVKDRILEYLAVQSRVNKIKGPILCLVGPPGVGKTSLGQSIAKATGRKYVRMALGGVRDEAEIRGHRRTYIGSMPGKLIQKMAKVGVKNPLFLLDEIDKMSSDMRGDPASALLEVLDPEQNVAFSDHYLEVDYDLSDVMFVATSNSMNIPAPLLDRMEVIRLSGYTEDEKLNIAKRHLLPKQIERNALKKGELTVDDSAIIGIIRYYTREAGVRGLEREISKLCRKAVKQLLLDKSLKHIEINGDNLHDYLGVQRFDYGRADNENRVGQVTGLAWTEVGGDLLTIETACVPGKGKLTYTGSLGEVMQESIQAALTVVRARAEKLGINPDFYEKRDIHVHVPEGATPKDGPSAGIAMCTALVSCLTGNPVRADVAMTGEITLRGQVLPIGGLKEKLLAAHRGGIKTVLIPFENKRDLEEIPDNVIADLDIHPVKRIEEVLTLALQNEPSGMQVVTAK
Neddylation inh = inhibitors of cullin neddylation, primary screen, biochemical, TR-FRET, uHTS, NAE and Ubc12 | NEDD8-conjugating enzyme Ubc12 (Homo sapiens) + NEDD8-activating enzyme E1 regulatory … | hit rate 0.58% among 360,000 | calls only at 25 µM; in the data active = inhibition above about 36%
CendR NRP1 mod = modulators of CendR peptide binding to NRP-1, primary screen, biochemical, fluorescence polarization, uHTS; FAM-RPARPAR peptide binding to NRP-1; inhibition, % at 25 µM; hit rate 0.85% among 360,000;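 active = inhibition or corrected inhibition above about 18%, plus a signal ratio from 0.5 to 1.5, limit read from the data, passing the limit was not always enough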; note: strong numbers were not always called active
Rin1 Abl inh = inhibitors of Rin1-Abl protein binding, primary screen, biochemical, TR-FRET; Tyrosine-protein kinase ABL1 (Homo sapiens) + Ras and Rab interactor 1 (Homo sapiens), …; AID 588664, 2011; inhibition, % at 7.35 µM; hit rate 0.4% among 360,000; in the data active = inhibition above about 5%, passing the limit was not always enough
MsrA act = bovine MsrA enzyme activators, primary screen, biochemical, absorbance, HTS | AID 602163, 2012 | hit rate 0.3% among 360,000 | activation, % at 10.6 µM | purified bovine MsrA, absorbance read-out | Methionine sulfoxide reductase A (Bos taurus); in the data active = activation above about 7.5%;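 note: 0% = vehicle and 100% = reference activator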
FAS-TE inh = FAS thioesterase domain inhibitors, primary screen, biochemical, fluorescence intensity, uHTS; Fatty acid synthase (Homo sapiens), P49327; recombinant FAS-TE, OMFH fluorogenic substrate, fluorescence endpoint; inhibition, % at 15 µM; hit rate 0.67% among 360,000;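 active = compounds whose normalised, plate-corrected inhibition of enzyme fluorescence in the single-dose primary screen is 50% or more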;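 note: 0% = DMSO with enzyme and 100% = substrate without enzyme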
* hit, by the source's call; i = inactive; · = not tested or not shown.

SMILES	SKN-1 inh	PABP1 MLLE inh	MT1-MMP act inh	eLon inh	Neddylation inh	CendR NRP1 mod	Rin1 Abl inh	MsrA act	FAS-TE inh
COc1cc2c(cc1OC)CN(C(=O)c1cccs1)CC2	-5	0	2	7	i	-12	-3	-3	-7
CC(Oc1ccccc1)C(=O)N1CCN(c2ccc(N3CCCCCC3)nn2)CC1 (centres undefined)	-2	-15	16	7	i	16	-5	-7	-4
CCOC(=O)C1(CC2CCCCO2)CCN(Cc2nc(C(C)C)cs2)CC1 (centres undefined)	-21	14	3	-3	i	21	1	-4	-1
CC(C)(C)C(=O)CSc1ncnc2c1cnn2Cc1ccccc1	0	0	-5	-1	i	-8	3	-3	20
COc1ccc(NC(=O)CSc2nnc(-c3ccccc3)n2N)cc1	-2	-9	1	-8	i	-6	2	-11	-14
O=C(COC(=O)c1ccc(Cl)nc1)NCCc1ccccc1	20	5	0	4	i	1	3	-4	-3
COc1ccc(/C(O)=C2/C(=O)C(=O)N(CCN(C)C)C2c2ccccn2)cc1OC (centres undefined)	8	-6	0	-10	i	1	-1	-3	-2
Cc1ccc(NC(=O)C[n+]2cc(-c3ccccc3)n3c2CCC3)c(C)c1	-9	11	0	-12	i	-1	2	0	-6
Cc1ccc(-n2c(C)cc(C(=O)COC(=O)c3c(C)noc3C)c2C)cc1	2	-15	-4	-2	i	3	-1	-4	28
COc1cc(OC)c(NS(=O)(=O)c2coc(C(N)=O)c2)cc1Cl	20	1	3	2	i	11	-3	0	5
Cc1[nH]c2ccccc2c1C(O)CN1CCC2(CC1)OCCO2 (centres undefined)	4	8	2	-4	i	-2	1	-4	-6
COc1ccc(NC(=O)c2ccccc2NC(=O)C2CCCCC2C(=O)O)cc1 (centres undefined)	-3	-4	-3	-1	i	0	-2	5	-3
CSc1ccc(CNC(=O)C2(C)CCN2C(C)C)cc1 (centres undefined)	15	5	3	-1	i	-17	2	-2	-9
CC(=O)c1cccc(NC(=O)COC(=O)c2cccs2)c1	0	7	-4	-4	i	7	-2	0	-11
COc1ccc(-n2c(SCCNCCO)nc3sc4c(c3c2=O)CCCC4)cc1	6	-2	-1	9	i	-2	1	-11	1
COc1ccc(CCNC(=O)CSc2nn(-c3ccccc3)c(=S)s2)cc1	3	10	-5	5	i	0	5	-3	21
O=C1NC[C@H](c2ccccc2)OC(=O)[C@H](Cc2ccc(F)cc2)CC/C=C/C[C@H]1CC(=O)N(CCO)Cc1ccccc1	4	-2	-3	1	i	5	0	-3	34
CC(C)=C1SC(N2CCCCC2)=NC1=O	-9	-2	0	-10	i	12	4	-9	-5
CC(C)(C)NC(=O)C(c1ccc(OCC(N)=O)cc1)N(C(=O)c1cccnc1)C1CC1 (centres undefined)	1	-10	7	1	i	-1	-4	-5	-4
CC(=O)Nc1ccc(S(=O)(=O)NC(C)C(=O)NCCc2ccc(F)cc2)cc1 (centres undefined)	2	-9	-3	-7	i	-4	1	-4	-1
O=C(CCc1ccc(S(=O)(=O)NCc2ccccc2)cc1)NCC1CCCO1 (centres undefined)	-1	0	2	2	i	-4	-6	-8	-11
Cc1nn(CC(=O)NCCCN2CCN(C)CC2)c(=O)c2cc(-c3ccccc3)nn12	-2	1	3	3	i	6	4	-4	-4
CC(C)(C)c1ccccc1OCCN1CCCC1	0	-2	-2	1	i	0	-2	-2	-8
CCOC(=O)C1=C(Nc2ccc(OC)cc2)C(N)=NC1=N	7	11	21	-3	i	-11	-1	-2	-10
COc1ccc(Cl)cc1N(CC(=O)NC(C(C)C)C(C)C)S(C)(=O)=O	4	3	1	-6	i	7	4	0	-11
O=C(c1ccco1)N1CCN(C(=O)C2Cc3ccccc3CN2S(=O)(=O)c2ccc(F)cc2)CC1 (centres undefined)	7	5	0	-5	i	8	5	1	-1
CSCCC(NC(=O)COc1ccccc1)C(=O)Nc1ccc(C)cc1 (centres undefined)	11	9	-3	1	i	-1	-2	0	6
O=C1OCC2=C1C(c1ccccc1)CC(=O)N2c1ccccc1 (centres undefined)	4	6	3	0	i	-12	3	-3	-10
CN(C)CCC(C(=O)c1ccccc1)c1cccnc1 (centres undefined)	10	-4	-1	-5	i	14	4	-3	-8
CC(C)c1ccc(OC(=O)c2ccc3c(=O)n4c(nc3c2)CCC4)cc1	5	-25	-2	9	i	-10	-2	-2	9
CC1=C(C(=O)N2CCCCCC2)C2(CCC(C)CC2)OC1=O (centres undefined)	-21	4	-5	-2	i	-5	-1	-10	-5
CN(C)c1ccc(C=C2C(=O)OC(C)(C(C)(C)C)OC2=O)cc1 (centres undefined)	11	-100	-6	-22	i	-25	-1	-7	-5
COc1ccc(-c2nc(CS(=O)CC(=O)NC3CCCc4ccccc43)c(C)o2)cc1OC (centres undefined)	0	15	-1	-11	i	-2	-1	-4	-8
COc1ccc(CCNC(=O)c2cc(C(=O)c3cc(C)ccc3O)cn(CCc3ccc(OC)cc3)c2=O)cc1	0	-1	-4	7	i	-1	-1	-4	10
O=C(Nc1ccccc1C(=O)N1CCCCCC1)c1ccc(F)cc1	5	2	3	0	i	8	7	-7	-3
COc1ccc(Cc2nnc(NC(=O)c3ccccc3)s2)cc1OC	2	8	5	6	i	5	2	-4	-1
Cc1ccc(S(=O)(=O)Nc2ccccc2CNc2c(C)n(C)n(-c3ccccc3)c2=O)cc1	2	-6	6	0	i	24	2	-4	3
CC(C)[C@@H]1NC(=O)c2cc([N+](=O)[O-])cc(I)c2OCC[C@@H](C(N)=O)NC(=O)[C@H](CCC(=O)O)NC1=O	11	-8	4	-9	i	2	-2	-4	-4
CC(C)(C#N)Nc1ccccc1	5	9	3	1	i	-4	1	-1	-10
CCn1ccnc1C(O)c1ccc(N(C)C)cc1 (centres undefined)	-12	-11	-2	-10	i	-1	-6	-1	-7
COc1ccc(-n2nnc3c(=O)n(CC(=O)N4CCCCC4)cnc32)cc1	1	-8	0	1	i	16	-5	-1	-5
O=C(O)CCCN1C(=O)C2C3CCC(C3)C2C1=O (centres undefined)	-4	-8	3	-13	i	-5	2	-1	-4
CCS(=O)(=O)c1ccc(O)c(NC(=O)Nc2cccc3ccccc23)c1	6	-4	-2	-7	i	6	2	7	-5
NS(=O)(=O)c1ccc(-c2ccc(C=O)o2)cc1	-5	-16	1	14	i	-10	4	-12	-1
O=C(Nc1cccnc1)c1ccc2nc(-c3ccccc3)c(-c3ccccc3)nc2c1	-1	-1	6	-1	i	-2	4	-2	16
O=C(CCCSc1ccc(Cl)cc1)Nc1cc(S(=O)(=O)N2CCOCC2)ccc1O	-3	30	5	-6	i	3	0	-2	3
O=C(NCC(F)(F)F)Nc1ncccn1	4	10	0	-2	i	8	3	0	-6
COc1ccc(S(=O)(=O)N2CCOC23CCN(S(=O)(=O)c2ccccc2)CC3)cc1	18	3	4	-10	i	3	-1	-4	18
CCCCCOc1ccccc1C(=O)NCC(=O)O	-22	-13	2	0	i	14	0	-5	-7
CC1CCN(S(=O)(=O)c2ccc3c(ccn3CCC(=O)NC(C)C)c2)CC1	4	10	2	7	i	-6	3	-8	-4
Cc1ccc(C(=O)NCC(=O)OC(C)C(=O)Nc2ccc(N(C)C)cc2)s1 (centres undefined)	2	-6	2	-4	i	1	3	-2	-3
COc1cc(NC(=O)CSc2nc(C)c(C)c(C)n2)cc(OC)c1	-1	-4	-1	3	i	10	-1	-10	-1
COc1ccc(NC(=O)/C=C/c2ccccc2)cn1	0	1	2	-10	i	-9	-2	-1	-7
C=CCOC(=O)C1=C[C@@H](c2csc3ccccc23)[C@H](CCCO)[C@@H](OCC)O1	-10	7	-9	8	i	11	5	-9	2
COC/C=C/C1=CC2=CC(=O)C(C)(OC(=O)c3cnc4ccccc4n3)C(=O)C2=CN1CC1CC1 (centres undefined)	20	9	5	5	i	29*	-2	-2	-7
O/N=C(/CN(O)/C=C1/C=CC=N1)c1cccs1	-6	3	·	2	i	-5	-1	-1	-9
O=C1C=CC(=O)C(CNc2ccc(C(=O)OCc3ccccc3)cc2)=C1	8	20	-33	0	i	-3	3	-3	18
O=C1NC2(CCCCC2)C(=O)N1CCN1C(=O)c2ccccc2C1=O	12	18	3	4	i	-18	0	-5	-6
O=C(CCS(=O)(=O)c1ccc(Cl)cc1)Nc1nnc(-c2ccco2)o1	18	8	4	15	i	-1	0	-11	-7
Cn1cnnc1SCC(=O)Nc1ccc(Cl)cn1	4	13	0	1	i	8	3	-10	-3

Three entries drawn at random from the list so far:
SMILES	SKN-1 inh	PABP1 MLLE inh	MT1-MMP act inh	eLon inh	Neddylation inh	CendR NRP1 mod	Rin1 Abl inh	MsrA act	FAS-TE inh
COc1ccc(NC(=O)/C=C/c2ccccc2)cn1	0	1	2	-10	i	-9	-2	-1	-7
Cn1cnnc1SCC(=O)Nc1ccc(Cl)cn1	4	13	0	1	i	8	3	-10	-3
O/N=C(/CN(O)/C=C1/C=CC=N1)c1cccs1	-6	3	·	2	i	-5	-1	-1	-9

(more compounds)
SMILES	SKN-1 inh	PABP1 MLLE inh	MT1-MMP act inh	eLon inh	Neddylation inh	CendR NRP1 mod	Rin1 Abl inh	MsrA act	FAS-TE inh
CN(CC(=O)O/N=C(\N)c1ccccn1)S(=O)(=O)c1cc(Cl)ccc1Cl	0	-1	1	9	i	-9	-1	0	-1
COc1ccc(OC)c(C2CC(=O)c3c([nH]c(C(=O)OCC4CCCO4)c3C)C2)c1 (centres undefined)	-4	19	-6	3	i	2	-1	-2	22
CC(C)c1nnc(NC(=O)CCC(=O)NC2CCCCCCC2)s1	4	17	8	-3	i	9	5	0	-5
COc1cccc(-c2cccc(NC(=O)C3CCN(Cc4ccon4)CC3)c2)c1	-3	-1	-5	0	i	13	6	-3	-1
NC[C@H]1O[C@H](O[C@H]2[C@H](O)[C@@H](O[C@H]3O[C@H](CO)[C@@H](O)[C@H](N)[C@H]3O)[C@H](N)C[C@@H]2N)[C@H](N)C[C@@H]1O	0	-1	1	-3	i	-2	0	-4	-3
CC(=O)C(Cc1cnc(Cl)s1)(Cc1cnc(Cl)s1)C(C)=O	24	20	3	2	i	-1	3	-3	-2
COc1ccccc1NC(=O)CCCc1nc(-c2ccc(OC)c(OC)c2)no1	3	7	-3	-8	i	-14	2	-3	0
O=C(OC1CCOC1=O)c1cc(Cl)ccc1[N+](=O)[O-] (centres undefined)	7	-1	-4	6	i	13	-4	-2	-5
O=C(c1oc(=O)c2ccccc2c1-c1ccccc1)N1CCN(C2CCCCC2)CC1	15	9	2	-5	i	-8	-3	-1	10
Cc1ccc(C(C)C)cc1OCCN1CCCC1	-1	-4	-1	2	i	6	1	-5	-11
COc1ccc(/C=C2\SC(=S)NC2=O)cc1OS(=O)(=O)c1ccc(NC(C)=O)cc1	10	-18	-6	-7	i	-59	-2	-9	12
CCOC(=O)CN1C(=O)N[C@@H](c2ccco2)C(C(=O)OC)=C1C	0	11	-2	-1	i	17	0	-1	-10
